Compound activity deposited in PubChem BioAssay by National Center for Advancing Translational Sciences (NCATS).
Pol eta inh: qHTS for Inhibitors of Polymerase Eta | recombinant Pol eta, fluorescent DNA replication assay | actives 1.2% (n = 390,000) | Potency, µM (doses to about 114 µM), for inactives: at the top dose activity change, negative = inhibition, usual class: inhibitors; active = well fitted inhibition curve with a large enough effect; inconclusive = small, poorly fitted or top-dose-only effect, or another doubt; inactive = no such curve, though single readings can be large or run the other way
Target sequence (Q9Y253 whole entry, looked up): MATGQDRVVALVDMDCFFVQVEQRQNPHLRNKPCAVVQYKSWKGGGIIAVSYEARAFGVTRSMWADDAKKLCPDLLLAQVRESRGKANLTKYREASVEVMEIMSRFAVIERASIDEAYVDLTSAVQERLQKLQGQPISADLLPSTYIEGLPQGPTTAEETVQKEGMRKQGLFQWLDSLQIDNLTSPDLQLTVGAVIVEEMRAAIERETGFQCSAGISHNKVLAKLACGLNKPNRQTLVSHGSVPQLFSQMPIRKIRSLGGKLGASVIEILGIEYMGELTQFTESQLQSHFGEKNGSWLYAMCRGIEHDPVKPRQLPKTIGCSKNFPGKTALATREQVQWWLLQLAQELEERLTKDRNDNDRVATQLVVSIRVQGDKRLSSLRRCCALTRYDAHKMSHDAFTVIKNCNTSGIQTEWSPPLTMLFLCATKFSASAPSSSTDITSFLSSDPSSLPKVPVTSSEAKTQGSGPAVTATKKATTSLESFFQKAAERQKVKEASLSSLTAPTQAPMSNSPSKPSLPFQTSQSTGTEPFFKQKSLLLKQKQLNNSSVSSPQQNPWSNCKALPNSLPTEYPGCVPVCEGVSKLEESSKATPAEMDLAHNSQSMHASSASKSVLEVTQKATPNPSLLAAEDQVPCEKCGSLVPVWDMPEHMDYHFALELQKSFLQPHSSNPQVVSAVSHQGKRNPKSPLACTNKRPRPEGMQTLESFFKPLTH
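Pol eta at 10 nM preincubated with compounds 15 min at room temperature; reaction started with fluorescent substrate (50 nM final) and read kinetically at 0 and 10 min.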
An asterisk follows results filed as active; ? = inconclusive. % is set by controls: 0 for no effect and ±100 for the full control effect; potency is the fitted concentration of half-maximal effect. A portion of the library. The share of hits here may be higher or lower than overall.

SMILES	Pol eta inh
Cc1nc(N)sc1-c1csc(Nc2cc(N(C)C)ccc2Cl)n1	-6%
CC(C)NC(=O)Nc1ccc2c(c1)C(=O)N([C@H](C)CO)C[C@H](C)[C@@H](CN(C)Cc1ccc(C(F)(F)F)cc1)OCCCC[C@@H](C)O2	-7%
C[C@@H]1CN([C@H](C)CO)C(=O)c2cc(C#CC(C)(C)O)cnc2O[C@@H]1CN(C)C(=O)C1CC1	-7%
Cc1ccc(C)c(S(=O)(=O)Nc2ccc(C(=O)NCCCN(C)C)cc2)c1	-17%
COc1ccc(-c2ccc(CN3C(C)C(=O)N(Cc4cn(CCC5OCCCO5)nn4)CCS3(=O)=O)cc2)cc1 (stereo not drawn)	?
C[C@@H]1CCCCO[C@H](CN(C)S(=O)(=O)c2ccc(F)cc2)[C@@H](C)CN([C@H](C)CO)C(=O)c2cc(NC(=O)Nc3ccc(C(F)(F)F)cc3)ccc2O1	-17%
CC(=O)c1cc2c(cc1NC(=O)CSc1ncccn1)OCO2	-6%
CCCCCCNC(=O)O[C@H]1C[C@H](C(=O)OC)[C@H](C(=O)OC)C2CN(S(=O)(=O)c3ccc(C)cc3)C[C@@]21O (stereo partly drawn)	-20%
N#CC1(NC(=O)COC(=O)Cc2c[nH]c3ccccc23)CCCCC1	-2%
CCCCCCn1c(=O)n2n(c1=O)C[C@]1(OC(=O)Nc3c(C)noc3C)CN(S(=O)(=O)c3ccc(C)cc3)C[C@]1(O)C2	2%
CCN(c1ccccc1)S(=O)(=O)c1ccc(C(=O)NC2CCCCC2)cc1	-16%
O=C(CC1CCCC1)N1CCN(S(=O)(=O)c2c(F)cccc2F)CC1	-1%
C[C@@H]1CN([C@@H](C)CO)C(=O)CCCn2nncc2CO[C@@H]1CN(C)C(=O)Nc1ccc(C(C)(C)C)cc1	-13%
Cc1ccc(S(=O)(=O)Nc2ccc3c(c2)C(=O)N([C@H](C)CO)C[C@H](C)[C@@H](CN(C)C(=O)NC2CCCCC2)OCCCC[C@@H](C)O3)cc1	-1%
CCc1ccc([C@@H]2C[C@H]3[C@@H](CN2S(=O)(=O)c2ccc(C)cc2)C(=O)C[C@@H](c2ccc(C)cc2)N3S(=O)(=O)c2ccc(C)cc2)cc1	-4%
CCOC(=O)C1=C(C)NC(C)=C(C(=O)OCC)C1C(=O)OCC(=O)Nc1ccc(NC(C)=O)cc1	3%
C[C@H](O)C#Cc1cnc2c(c1)C(=O)N([C@H](C)CO)C[C@@H](C)[C@H](CN(C)C(=O)Nc1ccc(C(F)(F)F)cc1)O2	-11%
CCOC(=O)c1ccccc1NC(=O)COC(=O)C(CC)Oc1ccccc1 (stereo not drawn)	-13%
COCCN(C(=O)COC(=O)C1CCCCC1)c1c(N)n(Cc2ccccc2)c(=O)[nH]c1=O	4%
COc1ccc(Cl)cc1Nc1nc(Cl)nc(NCCO)n1	-8%
O=C(C1CCCCC1)N1C[C@H](n2cc(-c3ccc(F)cc3)nn2)[C@@H](O)C[C@@H]1c1ccccc1	-2%
CCOC(=O)C1=C(Nc2ccccc2)CSC1	-16%
COc1ccccc1C(=O)N/C(=C\c1cn(C)c2ccccc12)C(=O)NCCN1CCOCC1	-3%
S=c1[nH]ncn1/N=C/c1ccco1	-16%
O=C(COC(=O)/C=C/c1ccc2c(c1)OCO2)NCc1ccc(F)cc1	-5%
O=C(COc1ccccc1)NC(=S)Nc1cccc2c(O)cccc12	-1%
COc1cccc(S(=O)(=O)N(C)C[C@@H]2OCc3cnnn3CCCC(=O)N([C@H](C)CO)C[C@@H]2C)c1	-26%
O=S1(=O)CCN(C2CCCCCCCCCCC2)CC1	-2%
CCOC(=O)c1cc2c(OC)c(OC)ccc2c2[nH]cc(C#N)c(=O)c12	-13%
CC(C)CC1C(=O)N(Cc2cn(CCC3OCCCO3)nn2)CCS(=O)(=O)N1Cc1ccc(-c2ccc(Cl)c(Cl)c2)cc1 (stereo not drawn)	-29%
COc1ccc(C(=O)NCC2CCCN2S(=O)(=O)c2ccccc2)cc1OC (stereo not drawn)	-4%
CC(OC(=O)c1nc(Cl)ccc1Cl)C(=O)NCc1ccccc1 (stereo not drawn)	-10%
CCN(CC)CCn1c(=S)[nH]c2cc(C(=O)NCCc3ccc(OC)c(OC)c3)ccc2c1=O	-4%
C[C@H]1CN([C@@H](C)CO)S(=O)(=O)c2ccc(C#Cc3ccccn3)cc2O[C@@H]1CN(C)C(=O)C1CC1	-8%
Cc1ccc2nc3n(c(=O)c2c1)-c1cc2ccccc2cc1C(=O)NC3CC(C)C (stereo not drawn)	-10%
Cc1csc(N=Cc2ccc([N+](=O)[O-])o2)n1	18µM*
Cc1oc(-c2ccccc2)nc1C(=O)OCC(=O)NCc1ccc(F)cc1	-8%
Cc1ccc(C(=O)N(Cc2nnc(-c3ccccc3Cl)o2)C2CC2)o1	4%
O=S(=O)(c1ccc(F)cc1)c1nc(-c2ccco2)oc1NCCCn1ccnc1	-8%
O=C(O)C(=Cc1ccnc2ccccc12)C(=O)O	-13%
C[C@@H]1CN([C@@H](C)CO)C(=O)CCCn2nncc2CO[C@H]1CN(C)S(C)(=O)=O	-9%
CC(=O)N1CCCc2cc(S(=O)(=O)N(C)CC(=O)Nc3ccccc3)ccc21	-6%
CNC(=O)C[C@H]1C(=O)N(c2ccccc2)C[C@@H]1CSC	-16%
COc1cc(C=C2NC(=O)NC2=O)ccc1O	-4%
O=C(CNc1cc(S(=O)(=O)N2CCOCC2)ccc1N1CCCC1)Nc1ccc(Cl)cc1F	-7%
COc1ccc(NC(=O)C[C@H]2C(=O)N(C3CCCCC3)C[C@@H]2CSC)cc1	-5%
C[C@@H]1CCCCO[C@H](CN(C)C(=O)Cc2ccccc2)[C@@H](C)CN([C@H](C)CO)C(=O)c2cc(N(C)C)ccc2O1	0%
C[C@H]1CN([C@@H](C)CO)C(=O)CCCn2nncc2CO[C@@H]1CN(C)C(=O)Nc1ccc2c(c1)OCO2	-15%
O=C(Nc1ccc(S(=O)(=O)N2CCCC2)cc1)C1CC(=O)N(CCc2ccccc2)C1 (stereo not drawn)	3%
CC(=O)Oc1ccc(OC(C)=O)c2c1CC1(C)OC1(C)C2 (stereo not drawn)	-18%
CCCCNC(=O)c1cc2nc(-c3ccc(OC)cc3)cc(C(F)(F)F)n2n1	3%
C[C@@H]1CN([C@H](C)CO)C(=O)CCCn2cc(nn2)CO[C@H]1CN(C)C(=O)Nc1ccc(C(F)(F)F)cc1	-3%
CC(C)(C)c1ccc(S(=O)(=O)NCCN2CCOCC2)cc1	-10%
COc1ccc(-c2csc(NC(=O)CS(=O)(=O)c3ccccc3)n2)c(OC)c1	-6%
COc1ccc(CN2CCC[C@]3(N[C@H](c4ccc(C)cc4)[C@@H]4C(=O)N(C)C(=O)[C@@H]43)C2=O)cc1	-10%
CCOC(=O)c1ccc(NC(=O)c2nc[nH]c2C(=O)N(C)CCO)cc1	-8%
O=C(Nc1ccc(F)cc1)c1cnccn1	-12%
Cc1ccc(S(=O)(=O)NN=Cc2ccco2)cc1	-15%
COc1ccc([C@H]2N[C@]3(CCCN(Cc4cccn4C)C3=O)[C@H]3C(=O)N(C)C(=O)[C@@H]23)cc1	0%
COc1ccc(CN2C(=O)C(CC(=O)NCc3ccco3)CC(C(=O)N3CCOCC3)=C2C)cc1 (stereo not drawn)	-17%
(continued)
SMILES	Pol eta inh
COc1ccc(/C=C/C(=O)OCC(=O)N2c3ccccc3CC2C)cc1 (stereo not drawn)	-17%
Cc1ccc(/C(N)=N/OC(=O)COc2cccc3ccccc23)cc1	-25%
O=C(CCNC(=O)N1CC(=O)Nc2ccccc21)NCc1ccc(Cl)cc1	-11%
CC(=O)Nc1ccc(CC(=O)Nc2ccc3c(c2)OC2(CCCC2)O3)cc1	-11%
COc1ccc(CN(C)C[C@@H]2OCCCC[C@H](C)Oc3ccc(NC(=O)Cc4ccccc4)cc3C(=O)N([C@@H](C)CO)C[C@@H]2C)cc1	-10%
NC(=O)C(NN=C(c1ccccc1)c1ccccc1)c1ccccc1 (stereo not drawn)	-15%
CCN(CC)S(=O)(=O)c1ccc(C(=O)NCC(=O)NCc2ccc3c(c2)OCO3)cc1	-9%
CC(=O)OCc1ccc(C2=CC(=O)CC(C)(C)C2=O)cc1	-14%
O=C(COC(=O)c1ccc2ccccc2c1)NCc1ccccc1	-7%
CN(C(=O)c1cc(COc2ccc(F)cc2Cl)on1)C1CCOC1 (stereo not drawn)	-15%
CCN(CC)CCNC(=O)c1ccc(NC(=O)c2ccc(-n3cncn3)c([N+](=O)[O-])c2)cc1	-7%
O=C(O)CC(C(=O)O)C(=Cc1ccccc1)c1ccccc1 (stereo not drawn)	-5%
CCCCCCN1C[C@@H](n2cc(COC(=O)c3ccccc3)nn2)[C@H](O)C[C@@H]1c1ccc(Cl)cc1	-16%
COC(=O)c1ccc(CNC(=O)COC(=O)CNS(=O)(=O)c2ccc(C)cc2)cc1	-10%
CN(Cc1ccccc1C(F)(F)F)C(=O)C1CCC(=O)N(CC2CCCCC2)C1 (stereo not drawn)	-13%
O=C(O)CSC1CC(=O)N(c2ccc(F)cc2)C1=O (stereo not drawn)	-8%
C[C@@H]1CCCCO[C@@H](CN(C)Cc2ccc(C(F)(F)F)cc2)[C@@H](C)CN([C@H](C)CO)C(=O)c2cc(N(C)C)ccc2O1	-14%
Cc1ccc(S(=O)(=O)NNC(=O)C23CCC(CC2)C3)cc1	-10%
CC1(C)NC(=O)N(CC(=O)Nc2ccc(-c3ccccc3)cc2)C1=O	-22%
CCN1CCN(c2ccc(S(=O)(=O)N3CCOCC3)cc2NC(=O)c2cc(F)c(F)c(F)c2F)CC1	-4%
CCN1C(=O)[C@H]2[C@@H](c3ccc(C)cc3)N[C@]3(CCCN(CCC(C)C)C3=O)[C@H]2C1=O	-1%
CCCCN1C(=O)C(CC(=O)NCc2cccs2)CC(C(=O)N(CC)CC)=C1C (stereo not drawn)	-2%
C[C@H]1CN([C@@H](C)CO)S(=O)(=O)c2ccc(C3=CCCC3)cc2O[C@@H]1CN(C)C(=O)C1CCCCC1	-10%
Cc1ccc(CN2CCNC(=O)C2CC(=O)NCCCn2nnc3ccccc32)cc1 (stereo not drawn)	-7%
Cc1ccc2c(Cl)c(C(=O)NCCCN3CCOCC3)sc2c1	-20%
C[C@H]1CN([C@@H](C)CO)S(=O)(=O)c2ccc(C#Cc3cccnc3)cc2O[C@@H]1CN(C)C(=O)Nc1ccc2c(c1)OCO2	0%
O=[N+]([O-])c1cccnc1Oc1cc(Cl)c(Cl)cc1Cl	-15%
COc1cc(Cl)c(C)cc1NC(=O)CN1CCN(C(=O)c2cccs2)CC1	-9%
Cc1cccc(-n2cnc3cc(C(=O)NCCN4CCOCC4)ccc32)c1	-5%
c1ccc(Cn2nnc3c(NCC4CC4)ncnc32)cc1	-2%
O=C(c1cccs1)N1C[C@H](O)[C@@H](n2cc(C3CC3)nn2)C[C@@H]1c1ccccc1	-5%
CC1(C)CC(=O)C=C(Nc2ccc(O)cc2)C1	2%
CCC1(CC)NC(=O)N(CC(=O)OC(C)C(=O)Nc2ccc(S(N)(=O)=O)cc2)C1=O (stereo not drawn)	-15%
O=C(NC1CC1)c1cccc(NC(=O)C2CCN(S(=O)(=O)c3ccccc3C(F)(F)F)CC2)c1	-18%
CCN(CC(=O)Nc1ccccc1C(F)(F)F)CC(=O)c1[nH]c(C)c(C(C)=O)c1C	-11%
CC(C)C(=O)Nc1cccc(S(=O)(=O)NC2=NCCC2)c1	-2%
CC(C)(C)OC(=O)[C@H](Cc1ccccc1)NC(=O)c1ncn2c1c(=O)[nH]c1ccc(Br)cc12	?
Cc1cc(C)n(-c2ccc(C(=O)N3CCN(S(=O)(=O)c4ccc(OC(F)(F)F)cc4)CC3)cc2)n1	-16%
Cc1cc(Nc2ccc(F)cc2)c2ccccc2n1	-18%
N#CC(c1cccc([N+](=O)[O-])c1)C(CC(=O)c1ccccc1)c1ccccc1 (stereo not drawn)	-9%
CC1=C(C(=O)N(C)C)CC(CC(=O)NCCCCc2ccccc2)C(=O)N1CCCN1CCCC1=O (stereo not drawn)	1%
COc1ccc(C(=O)N/C(=C\c2cn(S(=O)(=O)N(C)C)c3ccccc23)C(=O)N2CCN(C)CC2)cc1OC	-2%
C[C@@H]1CN([C@H](C)CO)C(=O)CCCn2nncc2CO[C@@H]1CN(C)C(=O)Nc1ccnc(N2CCOCC2)c1	-16%
C[C@@H]1CN([C@H](C)CO)C(=O)CCCn2cc(nn2)CO[C@H]1CN(C)C(=O)Cc1ccccc1	-2%

Of the compounds above, 12 have a Cl atom.
SMILES	Pol eta inh
Cc1nc(N)sc1-c1csc(Nc2cc(N(C)C)ccc2Cl)n1	-6%
COc1ccc(Cl)cc1Nc1nc(Cl)nc(NCCO)n1	-8%
CC(C)CC1C(=O)N(Cc2cn(CCC3OCCCO3)nn2)CCS(=O)(=O)N1Cc1ccc(-c2ccc(Cl)c(Cl)c2)cc1 (stereo not drawn)	-29%
CC(OC(=O)c1nc(Cl)ccc1Cl)C(=O)NCc1ccccc1 (stereo not drawn)	-10%
Cc1ccc(C(=O)N(Cc2nnc(-c3ccccc3Cl)o2)C2CC2)o1	4%
O=C(CNc1cc(S(=O)(=O)N2CCOCC2)ccc1N1CCCC1)Nc1ccc(Cl)cc1F	-7%
O=C(CCNC(=O)N1CC(=O)Nc2ccccc21)NCc1ccc(Cl)cc1	-11%
CN(C(=O)c1cc(COc2ccc(F)cc2Cl)on1)C1CCOC1 (stereo not drawn)	-15%
CCCCCCN1C[C@@H](n2cc(COC(=O)c3ccccc3)nn2)[C@H](O)C[C@@H]1c1ccc(Cl)cc1	-16%
Cc1ccc2c(Cl)c(C(=O)NCCCN3CCOCC3)sc2c1	-20%
O=[N+]([O-])c1cccnc1Oc1cc(Cl)c(Cl)cc1Cl	-15%
COc1cc(Cl)c(C)cc1NC(=O)CN1CCN(C(=O)c2cccs2)CC1	-9%
